Screening data (PubChem)
ERG-DNA inh = inhibitors of human ERG Ets domain-DNA interaction; P11308; fluorescence polarization, His-ERG Ets domain / labelled DNA; Potency, µM (titrated, usually from 76.9 µM), for inactives: top-dose FP activity, negative = inhibition, actives largely listed as inhibitors; hit rate 0.028% among 370,000; AID 624246; active = well fitted inhibition curve with a large enough effect in the polarisation, with a control signal flat; inconclusive = small, poorly fitted or top-dose-only effect, or effect the other way, or a change in a side signal; inactive = no such curve, though single readings can be large or run the other way; the % refers to the polarisation;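 note: polarization taken with two DNA probes labelled with fluorescein and Texas red; potency is the fitted concentration of half-maximal effect; % of control where 0% means no effect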
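His-tagged ERG Ets domain (1 uM in the protein solution; 300mM KCl, 50mM Tris-HCl, 1mM EDTA, 1mM DTT, pH 7.5) received compound, then a probe mix of 5 nM fluorescein-DNA and 100nM Texas-615-DNA. Fluorescence polarization was read for both dyes.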
Apoferritin bind = binds horse apoferritin like a general anesthetic; apoferritin/1-aminoanthracene competitive binding, fluorescence; Potency, µM (doses to about 77.5 µM), without a hit: at the top dose activity change, negative = displacement, hits mostly inhibitors; hit rate 0.074% among 350,000; note: potency is the fitted concentration of half-maximal effect; % is set by controls: 0 for no effect and ±100 for the full control effect; nearly all actives have a fitted effect of over 20% in size
Target sequence (P02791 2-175 limits assumed): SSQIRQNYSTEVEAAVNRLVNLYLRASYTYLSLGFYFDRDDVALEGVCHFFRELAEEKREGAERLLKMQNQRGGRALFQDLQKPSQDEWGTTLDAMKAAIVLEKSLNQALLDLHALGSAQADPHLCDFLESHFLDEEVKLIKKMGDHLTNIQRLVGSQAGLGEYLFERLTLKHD
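Horse-spleen apoferritin (10 uM) was mixed with 50% saturated 1-aminoanthracene in PBS, exposed to compounds for 10 min at room temperature, and read for fluorescence (ex 380 nm, em 535 nm). Competitive displacement was fitted with a four-parameter Hill equation.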
APE1 inh = blocks human APE1 abasic DNA cleavage | P27695 | recombinant APE1, TAMRA/BHQ-2 abasic DNA cleavage fluorescence | Potency, µM (top dose mostly 65.8 µM), inactives show at the top dose activity change, negative = inhibition, most hits filed as inhibitors | hit rate 0.35% among 350,000;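 note: potency is the fitted concentration of half-maximal effect; plate controls were vehicle for no effect and reference inhibitor for full effect; nearly all actives have a fitted effect of over 55% in size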
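Kinetic fluorescence read (525 ex/598 em nm, three reads 60 s apart) of AP-site incision; signal = third minus first read. Enzyme 0.75 nM, dual-labelled THF duplex 50 nM, compound preincubation 15 min RT.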
POLH inh = DNA polymerase eta (human) inhibition; Q9Y253; recombinant Pol eta, fluorescent DNA replication assay; Potency, µM (series often up to 114 µM), inactives show at the highest dose activity change, negative = inhibition, hits mostly inhibitors; hit rate 1.2% among 390,000; AID 588591; note: potency is the fitted concentration of half-maximal effect; % is set by controls: 0 for no effect and ±100 for the full control effect
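Pol eta at 10 nM preincubated with compounds 15 min at room temperature; reaction started with fluorescent substrate (50 nM final) and read kinetically at 0 and 10 min.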
LDHA inh = inhibitors of human lactate dehydrogenase A; P00338; purified LDHA, NADH/diaphorase-resazurin fluorescence; hits give low values; activity change, % (values are at about 110 or 230 µM); hit rate 0.15% among 480,000; in the data active = activity change below about -30%; inconclusive = mostly about -25% to -30%;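 note: plate controls were DMSO wells for no effect and wells without enzyme for full effect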
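Human LDH5 (2 nM) was incubated with 0.06 mM NADH and 0.2 mM pyruvate for 5 min at room temperature in Tris pH 7.4. Remaining NADH was coupled through diaphorase/resazurin, and resorufin fluorescence was read at 0 and 20 min.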
12-LOX inh = inhibitors of human 12S-lipoxygenase ALOX12; purified 12hLO, xylenol orange hydroperoxide absorbance; P18054; Potency, µM (titrated, usually from 108 µM), inactives show at the top dose activity change, negative = inhibition, hits mostly inhibitors; AID 1671190; hit rate 1.1% among 580,000; note: potency is the fitted concentration of half-maximal effect; % is set by controls: 0 for no effect and ±100 for the full control effect
Target sequence (P18054 whole entry, looked up): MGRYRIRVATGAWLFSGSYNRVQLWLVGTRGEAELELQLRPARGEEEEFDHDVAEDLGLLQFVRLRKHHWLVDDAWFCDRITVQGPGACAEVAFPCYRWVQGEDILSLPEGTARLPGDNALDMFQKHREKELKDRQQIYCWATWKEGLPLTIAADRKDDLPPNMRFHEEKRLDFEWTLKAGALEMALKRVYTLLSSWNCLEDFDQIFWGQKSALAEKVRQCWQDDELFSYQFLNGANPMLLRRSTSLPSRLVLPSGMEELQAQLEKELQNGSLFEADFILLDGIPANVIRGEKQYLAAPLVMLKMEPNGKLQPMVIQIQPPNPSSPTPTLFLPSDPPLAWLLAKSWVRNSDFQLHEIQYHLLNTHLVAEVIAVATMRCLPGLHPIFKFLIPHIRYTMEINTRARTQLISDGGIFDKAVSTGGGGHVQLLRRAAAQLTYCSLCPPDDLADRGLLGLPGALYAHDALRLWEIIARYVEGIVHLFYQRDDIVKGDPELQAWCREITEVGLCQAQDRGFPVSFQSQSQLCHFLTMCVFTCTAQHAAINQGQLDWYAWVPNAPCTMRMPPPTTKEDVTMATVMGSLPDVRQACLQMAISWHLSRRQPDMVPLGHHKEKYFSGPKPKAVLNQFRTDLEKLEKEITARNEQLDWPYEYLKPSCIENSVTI
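Purified human 12hLO (150 nM final) in 25 mM Hepes, 0.01% Triton X-100, pH 7.0 was preincubated 15 min at room temperature with compound. Then 40 uM arachidonic acid was added, 30 min. Hydroperoxide was read by Fe-XO absorbance ratio 573/405 nm.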
POLK inh = inhibitors of human DNA polymerase kappa. purified Pol kappa, fluorescent DNA synthesis assay, 10 min. Potency, µM (highest dose often 107 µM), inactives show at the highest dose activity, negative = inhibition, usual class: inhibitors. Q9UBT6. hit rate 0.53% among 400,000; note: potency is the fitted concentration of half-maximal effect; % is set by controls: 0 for no effect and ±100 for the full control effect
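Kinetic fluorescence readout at 0 and 10 min followed reaction start with substrate at 50 nM final. Beforehand, enzyme (10 nM Pol kappa) stood 15 min with compound at room temperature; buffer-only wells were negative controls.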
RGS4 inh = blocks human RGS4-accelerated GTP hydrolysis. P49798. Transcreener GDP fluorescence polarization, RGS4-accelerated GTP hydrolysis. Potency, µM (highest dose often 114 µM), for inactives: at the top dose activity change, negative = inhibition, hits mostly inhibitors. hit rate 0.039% among 390,000. AID 504845; note: potency is the fitted concentration of half-maximal effect; % is set by controls: 0 for no effect and ±100 for the full control effect; nearly all actives have a fitted effect of over 75% in size; some results filed as inactive show a strong effect at the top dose
Target sequence (P49798 whole entry, looked up): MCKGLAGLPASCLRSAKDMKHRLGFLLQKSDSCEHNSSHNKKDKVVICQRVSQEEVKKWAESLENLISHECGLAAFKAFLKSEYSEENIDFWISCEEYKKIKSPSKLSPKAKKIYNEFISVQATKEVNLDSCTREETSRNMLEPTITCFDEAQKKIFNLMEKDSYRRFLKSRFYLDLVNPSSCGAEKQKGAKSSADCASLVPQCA
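MLSMR compounds (23 nl, pin-transferred) preincubated 10 min at room temperature with a 500nM (2x) first reagent, then RGS4 at 900nM (2x) plus Transcreener GDP mix added; fluorescence polarization (620/688 nm) read before and after 90 min at 30 °C.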
POLB inh = blocks human DNA polymerase beta activity | P06746 | Pol beta primer extension/strand displacement, fluorescence kinetic | Potency, µM (highest dose often 114 µM), for inactives: at the top dose activity change, negative = inhibition, actives largely listed as inhibitors | hit rate 1.3% among 340,000 | AID 485314; note: potency is the fitted concentration of half-maximal effect; % is set by controls: 0 for no effect and ±100 for the full control effect
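Pol beta (10 nM) and compounds were preincubated 15 min at room temperature, then 50 nM substrate (final) started primer extension/strand displacement. Reads were taken at 0 and 10 min; concentration-response data were fitted to a four-parameter Hill equation.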
Active calls of the source: *; i = inactive; ? = inconclusive; · = no result given; & = joins results of further samples; [ ] = another dose, or the depositor's remark. Unless noted, calls come from the whole dose curve; as a rule, active = well fitted curve in the direction sought with a large enough effect; inconclusive = small, poorly fitted or top-dose-only effect, or another doubt; inactive = no such curve, though single readings can be large; an effect the other way counts as inactive or inconclusive. The list is partial; the hit share may differ from the screen's.

No.	canonical_smiles	ERG-DNA inh	Apoferritin bind	APE1 inh	POLH inh	LDHA inh
1	Cc1nc(SCC(=O)N2CCN(c3ccccn3)CC2)c(C#N)c(C)c1C	-8%	·	12%	-23%	-10
2	CCOc1cccc(C(=O)Nc2cc(-c3ccc(C)cc3)no2)c1	1%	-13%	·	-1%	-6
3	C=CCNC(=S)NNC(=O)c1cccn(Cc2ccc(Cl)cc2Cl)c1=O	-4%	-22%	-4%	-9%	-2
4	COc1ccc(CCNC(=O)COC(=O)c2cnc(C)cn2)cc1OC	·	-10%	2%	0%	-2
5	Cc1cccc(NC(=O)Cn2c(O)c(N=NC(=O)c3ccccc3O)c3ccccc32)c1	-11%	0%	2%	45µM*	-19
6	CCN(CC(=O)N1CCC(C(N)=O)CC1)S(=O)(=O)c1ccc(Cl)cc1	1%	3%	68%[activator]	-16%	-3
7	CC(=O)NC(=O)NC1OC(=O)C(Cl)=C1Cl (centres undefined)	12%	-5%	2%	-9%	1
8	CCc1ccc(C(=O)NNc2ccccc2F)cc1	12%	-2%	-1%	-11%	5
9	Cc1cc(C(=O)NCCN2CCN(c3cccc(Cl)c3)CC2)n(-c2ccccc2)n1	-4%	-11%	6%	-21%	1
10	COc1cc2c(cc1OC)-c1cc(Nc3ccccc3Br)nc(=O)n1CC2	-2%	0%	-15%	2%	-5
11	S=c1[nH]nc(-c2ccco2)n1-c1ccc(Cl)cc1	14%	-6%	0%	-12%	0
12	COc1ccc(-c2nnc(SCc3cc(C)ccc3C)n2N)cc1	0%	-15%	0%	-8%	0

No.	12-LOX inh	POLK inh	RGS4 inh	POLB inh
1	115%	-4%	-4%	·
2	?	2%	7%	-1%
3	?	3%	-34%	4%
4	20%	4%	-3%	3%
5	-20%	-15%	-52%	16µM*
6	78%[activator]	-8%	-36%	54%
7	?	1%	-18%[56.9 µM]	7%
8	?	6%	-42%	46%
9	20%[57.4 µM]	6%	-20%	7%
10	?	0%	16%	-10%
11	40µM*	9%	?	18%
12	1%	-6%	0%	2%

4 structures from above, ordered by SMILES length, smallest number first:
No.	canonical_smiles	ERG-DNA inh	Apoferritin bind	APE1 inh	POLH inh	LDHA inh
8	CCc1ccc(C(=O)NNc2ccccc2F)cc1	12%	-2%	-1%	-11%	5
7	CC(=O)NC(=O)NC1OC(=O)C(Cl)=C1Cl (centres undefined)	12%	-5%	2%	-9%	1
12	COc1ccc(-c2nnc(SCc3cc(C)ccc3C)n2N)cc1	0%	-15%	0%	-8%	0
1	Cc1nc(SCC(=O)N2CCN(c3ccccn3)CC2)c(C#N)c(C)c1C	-8%	·	12%	-23%	-10

No.	12-LOX inh	POLK inh	RGS4 inh	POLB inh
8	?	6%	-42%	46%
7	?	1%	-18%[56.9 µM]	7%
12	1%	-6%	0%	2%
1	115%	-4%	-4%	·

New compounds follow:
No.	canonical_smiles	ERG-DNA inh	Apoferritin bind	APE1 inh	POLH inh	LDHA inh
13	C=C1[C@H](C)CN(S(=O)(=O)C(C)(C)C)[C@H]1CCO	14%	·	·	-9%	-6
14	COC(=O)CCC(=O)NNC(=O)c1ccc(Br)cc1	7%	-6%	-4%	2%	-9
15	CCOC(=O)C1=C(O)C(=O)N(c2ccc(S(N)(=O)=O)cc2)C1c1ccc([N+](=O)[O-])cc1 (centres undefined)	-2%	-5%	9%	17%	-9
16	O=c1cc(CSc2n[nH]c(=O)n2C2CC2)c2ccc(O)cc2o1	7%	-6%	14%	-17%	-2
17	CCN(CC)CCn1c(=S)[nH]c2ccc(Br)cc2c1=O	8%	-11%	2%	-5%	-2
18	Cc1cc(N2CCN(S(=O)(=O)c3ccccc3)CC2)c2ccccc2n1	1%	?	-4%	-9%	-8
19	O=C(CN1C(=O)c2ccccc2S1(=O)=O)c1ccccc1F	-5%	?	-10%	-16%	-1&1
20	O=C(CCCOc1ccccc1)NNC(=O)c1ccncc1	4%	·	20%	-9%	-11
21	COC(=O)COc1cccc(NC(=O)c2cccs2)c1	-1%	-1%	-4%	8%	-10
22	COc1ccc(O)c(CN2CCN(CCCc3ccccc3)C(CCO)C2)c1 (centres undefined)	0%	-10%	32%	-5%	4
23	C/C(=C\CNc1ncnc2c1ncn2[C@@H]1O[C@H](CO)[C@@H](O)[C@H]1O)CO	·	0%	-3%	·	·
24	CC(Oc1nc2c(c(=O)n(C)c(=O)n2C)n1C)C1CCCCC1 (centres undefined)	·	·	·	-10%	-4

No.	12-LOX inh	POLK inh	RGS4 inh	POLB inh
13	7%	-10%	-1%	·
14	1%	-2%	?	6%
15	?	-9%	20%[11.4 µM]	?
16	138%[activator]	-2%	8%	24%
17	0%	1%	0%	1%
18	0%	-7%	-8%	-11%
19	136%&2%[activator]	-6%	-7%	0%
20	-6%	-10%	2%	·
21	0%	2%	22%	-22%
22	0%	15%	6%	9%
23	19%	-6%[60.1 µM]	·	·
24	-16%	-8%	-31%	·

Additional structures.
No.	canonical_smiles	ERG-DNA inh	Apoferritin bind	APE1 inh	POLH inh	LDHA inh
25	Cc1cc(-c2ccccc2)nc(N/N=C/c2ccc(O)cc2O)n1	-6%	-23%	18%	-26%	1
26	COc1cccc(CN2CC(C(=O)NCc3cccc(Cl)c3)CCC2=O)c1 (centres undefined)	4%	-5%	12%	-6%	-5
27	CCn1c(-c2ccccc2Cl)nn(CC(=O)Nc2ccccc2OC)c1=S	-5%	-11%	17%	-12%	-4
28	O=c1cc(O)c2ccccc2[nH]1	2%	-4%	-2%	6%	-10
29	CCCCC1=CC2=C(c3ccco3)C(=O)C(C)(OC(=O)c3ccc(OC)cc3)C(=O)C2=CN1CCN1CCOCC1 (centres undefined)	-7%	-13%	0%[12.4 µM]	6%	3
30	CN(Cc1ccccc1)C(=O)c1ccc(NC(=O)c2ccccc2)cc1	-4%	?	0%	-17%	-5
31	O=C(Cn1c(SCC(=O)Nc2ccc(F)cc2)nc2ccccc21)NCc1ccccc1Cl	2%	29%	·	-9%	-32*
32	O=C(COc1c(Br)cc(Br)c2cccnc12)N1CCc2ccccc2C1	6%	?	-3%	-18%	8
33	COCCCNC(=O)/C(C#N)=C/c1ccc(F)cc1	1%	-2%	1%	-22%	-10
34	CC1=C(C(=O)OCC2CCCO2)C(c2cccc(O)c2)NC(=O)N1 (centres undefined)	·	10%	1%	1%	-6
35	COc1cccc(CC(=NO)c2cccc(OC)c2)c1	7%	·	·	-9%	5
36	O=[N+]([O-])c1cc(S(=O)(=O)N2CCOCC2)ccc1OCc1ccccc1C(F)(F)F	13%	·	-8%	-10%	-2

No.	12-LOX inh	POLK inh	RGS4 inh	POLB inh
25	-27%	-4%	3%	-24%
26	10%	-6%	21%	0%
27	i	-13%	0%	19%
28	-1%	-3%	9%	6%
29	·	4%	-6%	1%
30	190%[activator]	-9%	-5%	-1%
31	?	-9%[60.1 µM]	-11%	2%
32	?	-7%	-31%	-8%
33	5%	2%	-22%	14%
34	-28%	-2%	-1%	6%
35	-20%	-2%	2%	·
36	20%	-13%	-18%	·

Additional structures.
No.	canonical_smiles	ERG-DNA inh	Apoferritin bind	APE1 inh	POLH inh	LDHA inh
37	CCCn1c(=O)c(C(=O)NCCc2ccc(OC)c(OC)c2)c(O)c2ccccc21	-8%	-10%	44%	-17%	1
38	CCC1=C(c2ccc(C)cc2)S(=O)(=O)N=C1N1CCC(C(=O)NCCCN2CCCCC2C)CC1 (centres undefined)	9%	-2%	55%	-10%	-4
39	COc1ccc(C(=O)Oc2cc(-c3ccc4c(c3)OCO4)cc(=O)c3c(C)oc(C)c23)cc1	7%	3%	·	-11%	7
40	O=C(COc1ccccc1Cc1ccccc1)Nc1cccc(S(=O)(=O)N2CCOCC2)c1	-3%[15.4 µM]	·	-6%	-22%	-9
41	COc1ccc(-c2nc3n(n2)C(c2ccc(OC)c(OC)c2)C(C(=O)Nc2cccnc2)=C(C)N3)cc1 (centres undefined)	3%	49%[activator]	·	50µM*	3
42	CCC(=O)N/C(=N/c1nc(C)cc(C)n1)Nc1cccc(OC)c1	·	-10%	2%	4%	-5
43	CCC(C)(C)n1nnnc1C(c1ccc(O)c(OC)c1)N1CCc2ccccc2C1 (centres undefined)	-7%	?	-7%	-14%	6
44	CCOc1ccccc1NC(=O)Nc1ccc(CC#N)cc1	16%	-11%	-6%	-13%	0
45	CC1(C)CN(c2ccccc2)N(Cc2ccc(F)cc2)C1=O	7%	-11%	18%	-20%	-3
46	COc1cc(/C=C2\N=C(c3c(-c4ccccc4)noc3C)OC2=O)ccc1OC(C)=O	2%	-7%	4%	-13%	-7
47	CCCN(CC(=O)Nc1ccccc1OC)C(=O)c1ccncc1	2%	0%	-11%	-1%	-14

No.	12-LOX inh	POLK inh	RGS4 inh	POLB inh
37	0%	-5%	26%	0%
38	6%	-2%	4%	2%
39	?	-30%	-36%	?
40	325%[activator]	-5%	5%	·
41	-25%	-8%[60.1 µM]	3%	1%
42	6%	3%[60.1 µM]	-10%	4%
43	?	-8%	?	19%
44	389%[activator]	-21%	37%	0%
45	15%	-13%	18%	9%
46	-7%	3%	4%	-1%
47	27%	6%	25%	57%
